Screening data (PubChem)
NPYLR7 ag: activates Aedes aegypti NPYLR7 receptor. HEK293T NPYLR7/Galpha15, GCaMP6s calcium fluorescence. activation, % at 10 µM. 0.15% of 270,000 active. AID 1259423; in the data active = activation above about 40%;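 note: 0% = vehicle and 100% = reference agonist at the receptor; some compounds past the cut are filed as inactive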
hcGAS lum: blocks human cGAS activity | inhibition, % at 12.5 µM | AID 1259398 | 0.081% of 290,000 active | recombinant h-cGAS, ATP depletion, Kinase-Glo luminescence | Q8N884;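 note: 0% = vehicle reaction and 100% = reaction without DNA for no activity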
Target sequence (Q8N884 whole entry, looked up): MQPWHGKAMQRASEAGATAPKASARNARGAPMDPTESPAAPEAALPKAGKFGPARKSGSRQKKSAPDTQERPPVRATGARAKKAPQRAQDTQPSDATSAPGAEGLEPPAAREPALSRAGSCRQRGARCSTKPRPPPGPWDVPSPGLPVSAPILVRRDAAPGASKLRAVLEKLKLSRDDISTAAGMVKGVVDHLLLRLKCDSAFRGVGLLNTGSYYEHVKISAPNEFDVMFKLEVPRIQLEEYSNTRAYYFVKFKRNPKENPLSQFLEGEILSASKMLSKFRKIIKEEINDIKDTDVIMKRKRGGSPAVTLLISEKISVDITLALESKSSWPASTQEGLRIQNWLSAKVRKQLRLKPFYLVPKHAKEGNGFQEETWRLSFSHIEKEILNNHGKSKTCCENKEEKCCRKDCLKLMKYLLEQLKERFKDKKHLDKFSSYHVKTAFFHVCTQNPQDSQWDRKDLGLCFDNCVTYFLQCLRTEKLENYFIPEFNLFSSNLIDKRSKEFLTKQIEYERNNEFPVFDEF
mcGAS lum: blocks mouse cGAS activity; Q8C6L5; recombinant cGAS, Kinase-Glo ATP depletion luminescence; inhibition, % at 12.5 µM; 0.15% of 160,000 active;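 note: 0% = negative control wells and 100% = reference inhibitor with no enzyme activity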
Starred values were filed as active, the others as inactive; x = not tested or not shown; & = joins results of further samples. Cut-off read from the data, not from the text of the source, unless noted: active = inhibition above about 40%; inactive = the rest.

Values in the order: NPYLR7 ag | hcGAS lum | mcGAS lum
1. CCOC(=O)CCC(=O)Nc1c(-c2ccc(OC)c(OC)c2)nc2ccc(C)cn12
    -5 | -3 | -6
2. Cc1cc(C)n(Cc2noc(-c3ccc(Cl)cc3)n2)n1
    6 | -15 | -15
3. CN(C)c1ccc(C=C2SC(=S)NC2=O)cc1
    4 | -1 | -2
4. Cc1ccccc1CN1CCC(Cn2ccc3[nH]c(=O)c(C#N)cc3c2=O)C1 (stereo not drawn)
    2 | -8 | x
5. Cc1cccc(N2CCN(C(=O)Cn3cnc4c([nH]c5ccc(C)cc54)c3=O)CC2)c1
    x | -6 | -8
6. Cc1ccc(C)c(Cn2cnc3ccccc32)c1
    -3 | -1 | 1
7. COc1ccc(Sc2ccc(NC(=O)NCCO)cc2)cc1
    18 | -6 | x
8. CCOC(=O)N(C)c1c(CC)nc2c(OCc3ccc(C(F)(F)F)cc3)cccn12
    7 | -4 | -1
9. Nc1nnc(SCC(=O)NCCC2COc3ccccc3O2)s1 (stereo not drawn)
    -4 | 2 | x
10. Cc1ccc(CN2CCC3(CC2)C(=O)N(C(C)C)C(=O)N3CCC(C)C)c(C)c1
    -9 | 4 | 3

Additional results follow:
Values in the order: NPYLR7 ag | hcGAS lum | mcGAS lum
11. O=C(CSc1nc(=O)n(Cc2ccncc2)c2c1CCCC2)NCC1CCCO1 (stereo not drawn)
    1 | -5 | -12
12. CC(C)c1noc(CCCC(=O)C(C#N)c2nc3ccccc3[nH]2)n1 (stereo not drawn)
    -7 | -15 | x
13. CCOc1c(CC)cnc2c1c(=O)n(CC(=O)Nc1cc(C)ccc1C)c(=O)n2C
    -3 | 1 | x
14. O=C(NCC1CCCO1)C1COC2(CCN(C(=O)c3cccs3)CC2)N1C(=O)c1ccc(F)cc1 (stereo not drawn)
    -8 | 1 | 0
15. CCOC(=O)C1CCCN(C(=O)CCc2nnc(-c3ccc(OC)c(OC)c3)[nH]c2=O)C1 (stereo not drawn)
    6 | -6 | x
16. O=S(=O)(c1ccc(NC(=S)NN=C(C2CC2)C2CC2)cc1)N1CCOCC1
    8 | -4 | -4
17. N#Cc1c(NC(=O)C2CC(Cl)=CCC2C(=O)O)sc2c1CCCCC2 (stereo not drawn)
    12 | -5 | x
18. CN(C)CCn1c2c(c(SCC(=O)N3CCCc4ccccc43)nc1=O)CCC2
    -2 | 2 | -1
19. CCOc1ccc(/C(CC)=N/NC(=O)c2cc(C)[nH]n2)cc1
    4 | -10 | -5
20. COc1ccc(CN(CCc2c[nH]c3ccccc23)C(=O)CN(C(=O)c2cccc([N+](=O)[O-])c2)C2CC2)cc1OC
    0 | -3 | -3

More compounds:
Values in the order: NPYLR7 ag | hcGAS lum | mcGAS lum
21. CN(Cc1ccco1)C(=O)c1sc2cc(F)ccc2c1Cl
    6 | -5 | -5
22. O=C(Nc1ccc(F)cc1Cl)c1csc(COc2ccc(F)cc2)n1
    12 | -7 | -3
23. Cc1ccc(-c2nc(C=Nc3ccc(Br)cc3)c(O)o2)cc1
    -4 | -3 | x
24. Cn1ncc2c1CC/C(=C\c1cccc(C(F)(F)F)c1)C2=O
    2 | -6 | -9
25. O=C(O)c1cccc(Cn2ccsc2=NC(=O)c2ccccc2F)c1
    23 | -7 | x
26. CCOC(=O)C1(CCOc2ccccc2)CCN(C(=O)C#Cc2ccccc2)CC1
    5 | -6 | -11
27. NC(=O)c1cccc(NC(=O)c2ccc(S(=O)(=O)C(F)(F)F)cc2)c1
    3 | -11 | x
28. Cc1ccc(-n2nc(-c3ccccc3)c3c2N(CC(=O)NCC2CCCO2)C(=O)CSC3c2ccc(F)cc2F)c(C)c1 (stereo not drawn)
    20 | -15 | -4
29. COCC1(C(=O)N(C)CCc2scnc2C)CCC1
    -2 | -6 | -11
30. Cc1ncsc1CCCNC(=O)CC(=O)Nc1cccc(Cl)c1C
    -4 | -4 | x

4 of the compounds above, with bars between the fields:
no. | Molecule | NPYLR7 ag | hcGAS lum | mcGAS lum
28 | Cc1ccc(-n2nc(-c3ccccc3)c3c2N(CC(=O)NCC2CCCO2)C(=O)CSC3c2ccc(F)cc2F)c(C)c1 (stereo not drawn) | 20 | -15 | -4
30 | Cc1ncsc1CCCNC(=O)CC(=O)Nc1cccc(Cl)c1C | -4 | -4 | x
27 | NC(=O)c1cccc(NC(=O)c2ccc(S(=O)(=O)C(F)(F)F)cc2)c1 | 3 | -11 | x
24 | Cn1ncc2c1CC/C(=C\c1cccc(C(F)(F)F)c1)C2=O | 2 | -6 | -9

The list continues.
Values in the order: NPYLR7 ag | hcGAS lum | mcGAS lum
31. CC(=O)c1sc(-c2ccccc2)nc1C1CC1
    6 | -8 | x
32. CCOc1ccccc1CN1CCC2(CC1)C(=O)N(Cc1ccccn1)C(=O)N2Cc1ccccc1
    15 | -4 | -17
33. Cc1nc(-c2ccco2)ccc1C(=O)NC1CCC(=O)N(C)C1 (stereo not drawn)
    1 | 1 | x
34. CC(NC(=O)C1CCCN(C(=O)N2CCCC2)C1)c1cc2ccccc2o1 (stereo not drawn)
    3 | -7 | x
35. COc1ccc(OC)c2sc(N(CC3CCCO3)C(=O)c3cc(C)n(C)n3)nc12 (stereo not drawn)
    5 | -2 | x
36. Cc1cc(N2CCN(c3cccc(C(F)(F)F)c3)CC2)nc(SCc2ccc(C(=O)NC3CC3)o2)n1
    9 | -7 | -3
37. Cn1c(NNC(=O)c2ccc(C(C)(C)C)cc2)cc(=O)n(C)c1=O
    4 | -6 | -9
38. CC1=NOC2(C1)/C(=N\O)CCC/C2=N\O (stereo not drawn)
    11 | -2 | x
39. O=c1cc(CN2CCOCC2)nc2ccc(Br)cn12
    -2 | -8 | x
40. Cc1ccc(S(=O)(=O)N2CCCCC2C)cc1C(=O)NCC(c1ccccc1)N(C)C (stereo not drawn)
    3 | -3 | x

Single records, as listed above. Values in the order: NPYLR7 ag	hcGAS lum	mcGAS lum
CCOc1ccccc1CN1CCC2(CC1)C(=O)N(Cc1ccccn1)C(=O)N2Cc1ccccc1 reads 15	-4	-17
CC1=NOC2(C1)/C(=N\O)CCC/C2=N\O (stereo not drawn) reads 11	-2	x

Continued.
(41) N#Cc1ccsc1NC(=O)CSc1nncs1
(42) CCC(C)c1cc(C(=O)N(C)c2ccccc2S(C)(=O)=O)on1 (stereo not drawn)
(43) CN(CCc1ccccn1)c1ncccc1CNc1ncccc1C(F)(F)F
(44) O=C(NC(=S)Nc1ccccc1C(F)(F)F)c1ccco1
(45) OCCC1CN(CC2=Cc3cc(Cl)ccc3OC2)CCN1C1CCCC1 (stereo not drawn)
(46) Cc1ccc(-n2nc(-c3cccn3C)cc2C(=O)NCCc2ccc(Cl)cc2Cl)c(C)c1
(47) COc1cc(OC)nc(Nc2nc(C(N)COCc3ccccc3)cs2)n1 (stereo not drawn)
(48) COC(=O)c1ccccc1NCN1C(=O)c2ccc(Br)cc2C1=O

Compound	41	42	43	44	45	46	47	48
NPYLR7 ag	7	1	25	-1	-3	x	-3	-3
hcGAS lum	-7	-5	-3	-5	-1	-9	0	1
mcGAS lum	-5	x	x	-8	-5	-4	-1	x

(49) O=C1/C(=C/c2ccc(-c3cc(Cl)ccc3Cl)o2)C=C(c2ccccc2)N1c1cccnc1
(50) COC(=O)C1CC(O)CN1 (stereo not drawn)
(51) CCOc1ccccc1CS(=O)(=O)Cc1nc(C)c(C)o1
(52) O=C1c2ccccc2C(=O)N1CNc1cccc(F)c1
(53) CNCC(=O)N1CCN(Cc2cccc(OC)c2)C(=O)C1
(54) COCCN(Cc1ccc(OC)c(OS(=O)(=O)c2ccc(NC(C)=O)cc2)c1)C(=O)c1ccco1
(55) COCc1cccc(C(=O)NNC(=O)c2ccccc2Br)c1
(56) Cc1ccc(/C=C/C2=NC(=C/c3ccc(N(C)C)cc3)/C(=O)O2)cc1

Compound	49	50	51	52	53	54	55	56
NPYLR7 ag	2	18	3	6&0	12	25	-1	0
hcGAS lum	-4	-6	-5	-3&-1	-9	-8	2	-27
mcGAS lum	-6	-8	-17	-3	-15	-11	x	x

(57) CSCCC1NC2(C(=O)N(C)c3ccccc32)C2C(=O)N(C(C)C)C(=O)C12 (stereo not drawn)
(58) CCOC(=O)C1CCN(C(=O)c2cc3n(n2)CCN(Cc2ccc(C(F)(F)F)cc2)C3=O)CC1
(59) CC(C)CNC(=O)N1CCC2(CC1)CC(N(C1CC1)S(C)(=O)=O)CCO2 (stereo not drawn)
(60) CCOc1ccc(C(C2Sc3nc(C)nn3C2=O)N2CCCCC2)cc1 (stereo not drawn)
(61) Cc1c(C(=O)N2CCC(Cc3ccccc3)CC2)cc(-c2ccc(Cl)cc2)n1-c1ccccc1F
(62) O=C(CN1CCCC1c1ccsc1)NCc1ccco1 (stereo not drawn)
(63) O=C1COCc2cc(-c3ccncc3)ccc2N1Cc1ccccc1
(64) CCOC(=O)c1sc2nc(C(C)Sc3nncs3)[nH]c(=O)c2c1C (stereo not drawn)

Compound	57	58	59	60	61	62	63	64
NPYLR7 ag	-1	19	x	2	0	2	7	4
hcGAS lum	-10	-3	-4	-9	-5	-2	-7	-7
mcGAS lum	x	-7	-4	-9	-5	x	x	x

(65) CN(Cc1c(F)cccc1Cl)C(=O)CNC(=O)C1CC1
(66) COc1ccc2sc(N(CCCN3CCOCC3)C(=O)c3cc(C)on3)nc2c1
(67) CC(=O)N1CCc2cc(C(=O)NCCCn3ccc4ccccc43)ccc21
(68) CCC(C)C(=O)NC1CCN(c2ccccc2C(=O)NCc2ccc(-c3ccccc3)cc2)CC1 (stereo not drawn)
(69) CCn1c(CC2CCN(C(=O)C[C@@H]3C[C@@H]4C=C[C@H]3C4)CC2)nn(C)c1=O
(70) Fc1cnc(N2CCN(Cc3ccc(-c4ccn[nH]4)o3)CC2)nc1
(71) CNc1ncc(CN(C)C(=O)c2csc(C)n2)cn1
(72) Cc1ccc(-c2ccnc(N3C[C@H](O)[C@@H](N4CCCC4)C3)n2)c(C)n1

Compound	65	66	67	68	69	70	71	72
NPYLR7 ag	4	2	0	0	-2	0	-1	-7
hcGAS lum	-15	-7	-1	-3	-1	1	5	-2
mcGAS lum	x	-5	x	x	x	x	x	x

(73) O=C(CNC(=O)C1CCCC1)NCc1cc(F)ccc1Br
(74) CN(CC(=O)Nc1ccc(Cl)cc1)CC(=O)N(C)Cc1ccc(N(C)C)cc1
(75) O=C(NCC(O)C(F)(F)F)c1c(O)cc(Cl)cc1Cl (stereo not drawn)
(76) CCC(CC)(CO)Nc1nc(C(F)F)nc2ccccc12
(77) COc1ccc(OC)c(S(=O)(=O)N2CCNCC2)c1
(78) Cc1[nH]c2ccccc2c1C1CCN(CC2(CO)COC2)CC1
(79) CC(=O)NCCn1ccnc1-c1cc2ccccc2s1
(80) CN(CC1CCCO1)C(=O)Nc1ccccc1C(=O)N1CCCCC1 (stereo not drawn)

Compound	73	74	75	76	77	78	79	80
NPYLR7 ag	2	2	7	-6	2	6	14	5
hcGAS lum	-9	-9	-10	1	-8	-5	-6	-6
mcGAS lum	x	x	x	2	-5	x	x	x

6 compounds already listed, arranged by length of the SMILES, rising.
(79) CC(=O)NCCn1ccnc1-c1cc2ccccc2s1
(76) CCC(CC)(CO)Nc1nc(C(F)F)nc2ccccc12
(73) O=C(CNC(=O)C1CCCC1)NCc1cc(F)ccc1Br
(75) O=C(NCC(O)C(F)(F)F)c1c(O)cc(Cl)cc1Cl (stereo not drawn)
(74) CN(CC(=O)Nc1ccc(Cl)cc1)CC(=O)N(C)Cc1ccc(N(C)C)cc1
(72) Cc1ccc(-c2ccnc(N3C[C@H](O)[C@@H](N4CCCC4)C3)n2)c(C)n1

Compound	79	76	73	75	74	72
NPYLR7 ag	14	-6	2	7	2	-7
hcGAS lum	-6	1	-9	-10	-9	-2
mcGAS lum	x	2	x	x	x	x

(more compounds)
(81) Cc1cc(NC(=O)COC(=O)c2cc3ccccc3o2)no1
(82) CCn1c(SCC(=O)NCc2ccccc2)nc2c(c1=O)SC(C)C2 (stereo not drawn)
(83) CC1(c2cccc(Br)c2)NC(=O)N(CC(=O)N2CCCCCC2)C1=O (stereo not drawn)
(84) CCOC(=O)c1ccc2c(c1)nc(SCc1ccc(Br)cc1)n2CCCOC(C)C
(85) COc1cc(-c2nc(C=Nc3ccc(Cl)cc3C)c(O)o2)cc(OC)c1OC
(86) COc1cc(-c2ccnc(N3CCN(C(=O)C4C[C@H]4c4ccccc4)CC3)n2)cc(OC)c1OC (stereo partly drawn)
(87) Cc1ccc(Cc2nsc(N(CCC(=O)N3CCN(c4ccc([N+](=O)[O-])cc4)CC3)C(C)C)n2)cc1
(88) COC(=O)c1ccc(C(=O)OC)c(NC(=O)c2cc3c(ccc4ccccc43)oc2=O)c1

Compound	81	82	83	84	85	86	87	88
NPYLR7 ag	2	-5	6	14	-3	1	x	-2
hcGAS lum	-4	-11	-9	-6	-5	-3	0	-6
mcGAS lum	-8	x	x	-9	x	-4	-3	-8

(89) COCCN(CC(=O)N(CCc1c[nH]c2ccccc12)Cc1ccc(F)cc1)C(=O)c1cccc(OC)c1
(90) NS(=O)(=O)c1ccc(N=Cc2ccc([N+](=O)[O-])cc2)cc1
(91) CNC(=O)C(C)N(C)C(=O)CNS(=O)(=O)c1ccc(F)c(C)c1 (stereo not drawn)
(92) CC(C)COc1nc(-c2ccc(Cl)c(Cl)c2)n(-c2ccc(NC(=O)/C=C/c3ccccc3)cc2)n1
(93) N[C@H]1CN[C@H](C(=O)N2CCN(S(=O)(=O)c3ccccc3)CC2)C1
(94) CC(C)Cn1c2c(=O)[nH]c(=O)n(C)c2n2c(-c3ccc(Br)cc3)nnc12
(95) Cc1ccc(C(=O)N2CCOc3ccncc32)cc1C
(96) CCOC(=O)c1c(N)nn(C(=O)Cc2ccccc2)c1-c1ccc(OC)cc1
(97) Cn1ccnc1CN1CCC2(CCCN(Cc3cccc(F)c3F)C2)C1 (stereo not drawn)

Compound	89	90	91	92	93	94	95	96	97
NPYLR7 ag	13	23	11	x	23	6	1	3	9
hcGAS lum	-9	-2	-6	5	-8	-5	-4	-7	-1
mcGAS lum	-6	18	x	-3	-11	x	x	x	x
